CHRM4 PAM – CHRM4 positive allosteric modulation; P08173; CHO-K1 hM4/Gqi5, Fluo-8 calcium fluorescence, ACh EC20; 0% = ACh EC20, 100% = maximal ACh; activation, % at 3 µM; hit rate 0.4% among 360,000; AID 624126;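 active means activation above its plate's cutoff, the mean activation of sample wells plus 3 SD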; further: some results filed as inactive read as strong as hits
Target sequence (P08173 whole entry, looked up): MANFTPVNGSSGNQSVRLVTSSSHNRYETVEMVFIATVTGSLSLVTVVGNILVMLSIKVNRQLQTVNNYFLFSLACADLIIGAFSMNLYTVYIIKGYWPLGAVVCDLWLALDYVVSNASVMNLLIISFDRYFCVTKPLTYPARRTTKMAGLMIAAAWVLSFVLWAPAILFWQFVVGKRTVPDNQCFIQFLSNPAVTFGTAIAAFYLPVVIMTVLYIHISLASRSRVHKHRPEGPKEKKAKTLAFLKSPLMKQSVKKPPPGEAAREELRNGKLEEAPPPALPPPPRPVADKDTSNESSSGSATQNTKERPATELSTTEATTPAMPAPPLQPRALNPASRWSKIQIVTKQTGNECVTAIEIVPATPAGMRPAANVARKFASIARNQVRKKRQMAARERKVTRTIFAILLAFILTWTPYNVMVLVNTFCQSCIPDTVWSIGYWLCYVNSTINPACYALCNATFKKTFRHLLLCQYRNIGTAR
CRFR2-BP ag – CRF-BP/CRF-R2 complex agonism. HEK293 CRF-R2/CRF-BP, calcium dye fluorescence (FLIPR); percent of saturating CRF peptide response. AID 588473. hit rate 0.46% among 350,000. activation, % at 13.2 µM;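 active means activation of at least 50%, plus an integration ratio under a set limit after plate pattern correction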;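 further: plate controls were neutral control wells without compound for no effect and CRF at EC100 for full effect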
CHRM4 agonist – CHRM4 agonism in calcium assay; hit rate 0.14% among 360,000; activation, % at 3 µM; AID 624127; CHO-K1 hM4/Gqi5, Fluo-8 calcium fluorescence; vehicle 0%, full acetylcholine response 100%; P08173;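 active means activation above the run mean over all test wells plus 3 SD, cut at about 32% in these data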;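 further: peak over basal fluorescence ratio per well then scaled between controls; 0% = DMSO wells and 100% = acetylcholine at EC100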
IDE cell inh – cellular human IDE inhibition; inhibition, % at 5.59 µM; hit rate 0.41% among 320,000; HEK cells, FAbetaB cleavage, fluorescence polarization; P14735;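 active means percent inhibition above the average of all tested compounds plus 3 SD, set per screening campaign, cut at about 16% in these data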;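 further: IDE supplied by intact live HEK cells; FP after avidin binding of uncleaved biotin substrate so inhibition keeps polarization high; 0% = DMSO wells and 100% = 60 µM reference IDE inhibitor Ii1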
M5 antag – antagonists of human muscarinic M5 receptor (CHRM5); hit rate 0.59% among 360,000; P08912; CHO-hM5 cells, Fluo-8 calcium fluorescence, ACh EC80; AID 624040; inhibition, % at 3 µM;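 active means inhibition above a per-plate cutoff, the mean of that plate's test compounds plus 3 SD, cut at about 27% in these data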;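 further: 0% = acetylcholine EC80 with DMSO and 100% = DMSO without agonist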
Target sequence (P08912 whole entry, looked up): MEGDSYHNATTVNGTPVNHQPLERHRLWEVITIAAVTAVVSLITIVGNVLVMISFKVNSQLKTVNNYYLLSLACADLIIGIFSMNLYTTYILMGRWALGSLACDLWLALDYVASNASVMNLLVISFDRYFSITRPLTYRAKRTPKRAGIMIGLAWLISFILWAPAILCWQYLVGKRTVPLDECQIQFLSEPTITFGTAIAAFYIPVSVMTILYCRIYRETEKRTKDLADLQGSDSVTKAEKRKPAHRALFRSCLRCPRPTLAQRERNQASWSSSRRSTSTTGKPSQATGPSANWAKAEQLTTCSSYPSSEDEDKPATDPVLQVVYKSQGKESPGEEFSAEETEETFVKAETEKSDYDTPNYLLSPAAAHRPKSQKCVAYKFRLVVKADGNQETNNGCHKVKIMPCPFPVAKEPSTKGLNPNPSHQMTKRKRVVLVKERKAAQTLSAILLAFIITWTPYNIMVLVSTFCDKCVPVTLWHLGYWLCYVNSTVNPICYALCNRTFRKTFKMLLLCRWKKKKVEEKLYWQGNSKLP
CHRM5 PAM – potentiates acetylcholine response at human M5 receptor. P08912. CHO-K1 hM5, Fluo-8 calcium, ACh EC20 PAM; 0% = ACh EC20, 100% = ACh EC100. hit rate 0.3% among 360,000. activation, % at 3 µM;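 active means activation above the run cutoff, the mean activation of all test compounds plus 3 SD, cut at about 18% in these data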
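Assay system: CHO-K1 hM5 cells. Also added: acetylcholine at EC20 concentration, added after compound. Dosing: 3 µM, single dose. Times: compound preincubation 140 s before EC20 acetylcholine addition. Signal: Fluo-8 calcium fluorescence. Measure: % activation relative to EC20 and EC100 ACh responses. Repeats: singlicate, one well per test compound.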
CHRM4 antagonist – CHRM4 antagonism in calcium assay; inhibition, % at 3 µM; AID 624125; CHO-hM4 cells, ACh EC80, Fluo-8 calcium fluorescence; hit rate 0.73% among 360,000;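 active means inhibition above its plate's cutoff, the mean inhibition of sample wells plus 3 SD, cut at about 27% in these data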;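 further: 0% = acetylcholine EC80 with DMSO and 100% = DMSO without agonist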
M5 ag – CHRM5 agonism in calcium assay; P08912; hit rate 0.19% among 360,000; AID 624037; CHO-K1 hM5 cells, Fluo-8 calcium fluorescence; 0% DMSO wells, 100% maximal acetylcholine response; activation, % at 3 µM;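 active means activation above the run's mean over test compounds plus 3 SD, cut at about 23% in these data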;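 further: signal is peak over basal fluorescence ratio across the kinetic read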
CRFR2-BP antag – blocks CRF-induced signaling of the CRF-BP/CRF-R2 complex. HEK293 CRF-R2/CRF-BP, CRF-induced calcium fluorescence. inhibition, % at 11.8 µM. hit rate 0.59% among 350,000. AID 588475;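 active means inhibition of the ligand-induced calcium signal above about 50% at the single tested concentration, limit read from the data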
* = called active by the depositor; . = no result given.

SMILES | CHRM4 PAM | CRFR2-BP ag | CHRM4 agonist | IDE cell inh | M5 antag | CHRM5 PAM | CHRM4 antagonist | M5 ag | CRFR2-BP antag
CC1=NN(c2ccccc2)C(=O)/C1=C\c1cn(C)c2ccccc12 | 2 | -1.9 | 0 | 3 | 1 | 5 | -5 | 1 | 8
COc1ccc(C)cc1NC(=O)c1nn(C)c(C(=O)Nc2cc(C)ccc2OC)c1[N+](=O)[O-] | -2 | -0.9 | 0 | 0 | -6 | 0 | 6 | -1 | -16
O=C(CCc1nnc(CCc2ccccc2)o1)N1CCCCC1CCn1cccn1 (stereo not given) | -5 | 1.4 | 1 | 0 | -1 | -4 | -3 | -2 | -7
N#CC(C#N)=C1C=CC=CN1/C(=C\c1ccco1)C(=O)c1ccc(-c2ccccc2)cc1 | -9 | 2.5 | 4 | 9 | 9 | -3 | 27* | -4 | -60
CC(C)CCN1CCN(Cc2cnc(-c3ccccc3)s2)CC1CCO (stereo not given) | -5 | 0.7 | 0 | 0 | 7 | -4 | 6 | -6 | 1
COc1ccc(CCNC(=O)COC(=O)c2cccn2C)cc1 | 9 | -1.4 | 2 | 4 | 5 | 8 | -2 | 1 | -9
c1ccc(C2Nc3ccccc3-c3nc4ccccc4n32)nc1 (stereo not given) | 0 | -0.6 | 4 | 2 | 1 | -4 | -5 | 1 | 8
CCN1CCN(CCNC(=O)c2ccc3c(c2)NC(=O)/C(=C\c2ccc(OC)c(OC)c2)S3)CC1 | -3 | -1.2 | -1 | 4 | 6 | -4 | 15 | -8 | 17
Cc1ccc(NC(=O)CCN2CCC(C(N)=O)CC2)cc1 | -4 | -2.0 | 0 | 0 | -11 | 14 | -7 | 5 | 9
Cc1ccc(S(=O)(=O)N2CCC(Oc3ccc(-n4cnnn4)cc3)CC2)cc1 | 3 | 0.6 | -1 | 2 | 7 | -7 | -5 | -3 | 12
Cc1ccc(S(=O)(=O)N2CCOCC2)cc1C(=O)NC1CCCC(C)C1C (stereo not given) | 7 | -1.0 | 1 | -7 | 1 | 2 | 0 | 3 | 1
COc1ccc(S(=O)(=O)N2CCc3ccccc32)cc1C(=O)OCc1c(C)noc1C | -1 | 4.6 | 3 | 9 | -6 | -9 | 0 | -9 | 43
O=C(Nc1nnc(-c2ccco2)s1)C1CC1 | -5 | -0.5 | 1 | -2 | -1 | -2 | 12 | 1 | 2
O=C(CSc1ccc(Cl)cc1)Nc1ccc(N2CCN(c3ccccc3)CC2)c(F)c1 | 2 | 1.9 | 0 | 6 | -6 | 3 | -1 | -1 | 8
Cc1nn(-c2ccccc2)c(C)c1/C=N/NC(=O)c1cc(-c2ccccc2)n[nH]1 | -12 | -0.4 | 6 | 9 | 3 | -11 | 8 | -1 | -49
Cc1coc(C)c1C(=O)CC1(O)C(=O)Nc2cc(Cl)cc(Cl)c21 (stereo not given) | 8 | -0.1 | 0 | -2 | 4 | -3 | -3 | -2 | -14
O=C(NC1CCCCC1)c1cc(C(=O)c2ccccc2Br)c[nH]1 | 5 | -3.8 | 0 | -1 | 8 | 2 | -4 | -2 | 19
Cc1cc(C)c(S(=O)(=O)NCc2cccnc2)c(C)c1 | 3 | -1.6 | 0 | 4 | 4 | 1 | -11 | -1 | 34
COc1ccc(CNC(=O)c2c(C)nc3ccccn23)cc1 | -11 | -2.3 | 3 | 2 | 6 | -12 | 2 | 4 | 30
O=C(CC1CCCCC1)NCc1nc(-c2ccccc2)no1 | 0 | -1.0 | 3 | 8 | -1 | 0 | -12 | -8 | 24
C=CCOC(=O)/C(=C\c1ccc(OC)cc1)NC(=O)c1ccco1 | 11 | 1.6 | 1 | -3 | 10 | 1 | -7 | -2 | -46
O=C(COc1cccc2ccccc12)Nc1cc(Cl)ccc1C(=O)O | 2 | 5.9 | 3 | 5 | 5 | -1 | 1 | 0 | 9
COC(=O)[C@]12CCCCC=C1N(Cc1cccc3ccccc13)C(=O)[C@H](CC(=O)NCc1ccc(C)o1)C2 | -10 | . | 10 | . | 12 | -11 | 2 | -1 | .
CCOc1ccc(C(=O)CCC(=O)NC(C)C(=O)OC)cc1 (stereo not given) | 14 | 0.9 | 1 | 9 | 8 | 2 | -4 | 6 | 27
O=C(CC1C(=O)NCCN1C(=O)c1ccc([N+](=O)[O-])cc1)Nc1ccc(F)cc1 (stereo not given) | 4 | 0.9 | 0 | 6 | 6 | -1 | -4 | 0 | -11
NS(=O)(=O)c1cc(C(=O)OCC(=O)c2ccc3c(c2)OCCO3)ccc1Cl | 6 | 2.0 | 9 | -3 | -9 | -6 | -15 | -2 | -14
O=C(NC1CCCC1)C1C(c2ccccc2)=Nc2ccccc2N1C(=O)c1ccc(C(F)(F)F)cc1 (stereo not given) | -1 | . | 0 | . | 8 | -4 | -2 | -2 | .
O=C(Nc1nnc(Cc2ccc(F)cc2)s1)Nc1ccccc1F | 8 | -0.3 | 0 | -1 | -11 | 16 | -10 | 8 | -1
CCOc1ccc(NC(=O)CCSc2ccc3ccccc3n2)cc1 | -4 | -0.6 | 1 | -4 | -5 | -4 | 3 | -2 | 20
O=C(Oc1cccc(C(=O)N2CCOCC2)c1)c1ccc(Br)cc1 | 10 | 0.0 | 2 | 2 | 0 | -2 | 4 | -2 | 1
Cc1ccc(C2CC(=O)NC(SCc3ccccc3)=C2C#N)cc1 (stereo not given) | -2 | -1.6 | 0 | 2 | 5 | -13 | -6 | -10 | -19
Cc1csc(NC(=O)C2CCCN2C(=O)OCC(C)C)n1 (stereo not given) | 9 | -0.5 | 1 | 3 | -2 | 4 | -10 | -3 | -26
O=C(CN1CCN(c2ccc(F)cc2)CC1)Nc1ccc(-n2cnnn2)cc1 | 24 | -0.1 | 1 | 1 | -5 | -3 | 1 | -1 | 33
OCCC#Cc1ccc(CN2CCN(CCc3ccccc3)C(CCO)C2)cc1 (stereo not given) | -7 | 1.1 | 3 | 0 | 8 | 1 | -4 | -4 | 39
COCCCNC(=O)CN(c1cc(Cl)ccc1OC)S(C)(=O)=O | -2 | -1.7 | 0 | 2 | -5 | 0 | -6 | -1 | 4
COc1cc2c(cc1OC)CN(C(=O)Cc1ccc(OC)c(S(=O)(=O)N3CCOCC3)c1)CC2 | -3 | -7.4 | 0 | -5 | 8 | -7 | 3 | -2 | 22
Cc1ccc2nc(Nc3ncc4c(n3)CC(C)(C)CC4=O)nc(C)c2c1 | -8 | -0.2 | 2 | 0 | 8 | 4 | -2 | 4 | 5
Cc1ccc(OCC(=O)NNC(=S)NC(=O)C2CCCCC2)c(C)c1 | -1 | 41 | 2 | 4 | 3 | 6 | 3 | -2 | -44
Cn1c(=O)[nH]c(=O)c2c1nc(CN1CCN(c3cccc(Cl)c3)CC1)n2CCCc1ccccc1 | 2 | -2.8 | 0 | 10 | 4 | -5 | 9 | 0 | -9
CCCCOc1ccc(C(=O)Nc2ccc(N3CCN(C)CC3)cc2)cc1 | -2 | 0.1 | 1 | 0 | -2 | -12 | -9 | -12 | -1
CC(=O)NC(CC(=O)O)c1ccc([N+](=O)[O-])cc1 (stereo not given) | 6 | -0.9 | 1 | -2 | 5 | 1 | -1 | -1 | -12
CCCSc1nc(N)c2c3c(sc2n1)CN(C)CC3 | -4 | 3.2 | 1 | 5 | -11 | 8 | -2 | -4 | -13
Cc1ccc2nc(C3CCCCC3)c(Cc3ccsc3)n2c1 | -8 | . | -1 | . | 3 | -2 | 10 | -5 | .
COc1ccc(OC)c(-n2c(CN3CCC(C(N)=O)CC3)nc3ccccc3c2=O)c1 | 2 | -0.9 | 1 | 4 | 3 | -5 | -2 | 11 | 6
O=C(NCc1ccccn1)Nc1ccc(F)cc1 | 7 | 0.4 | 1 | -2 | 0 | 8 | 3 | -5 | 13
C/C(N)=C(/C#N)C(=O)COC(=O)c1ccccc1C(=O)c1ccc(C)cc1 | -10 | -2.4 | 7 | -2 | 8 | -14 | -7 | 4 | -2
CC(C)NC(=O)CSc1nc(N)c(NC(=O)c2ccco2)c(=O)[nH]1 | 1 | 0.8 | 0 | 3 | 5 | -4 | -3 | 0 | -1
CC1=NN(C(=O)CCCc2ccccc2)C(O)(C(F)(F)F)C1 (stereo not given) | 10 | 2.7 | 1 | 0 | 7 | -2 | 6 | 0 | 6
CC1(C)Cc2c(sc3ncn4c(=S)[nH]nc4c23)CO1 | -3 | -2.5 | 0 | 1 | 3 | 3 | -4 | -3 | 5
CC(C)CCN1CCC(N)=NC1=O | 4 | -0.5 | 1 | . | 6 | 5 | 2 | -2 | 11
(continued)
SMILES | CHRM4 PAM | CRFR2-BP ag | CHRM4 agonist | IDE cell inh | M5 antag | CHRM5 PAM | CHRM4 antagonist | M5 ag | CRFR2-BP antag
O=C(CNC(=O)c1ccco1)NCC(=O)OCc1cccc(Cl)c1 | 44* | -3.3 | 1 | 5 | -9 | 5 | 5 | 0 | -4
O=C(NCCCN1CCOCC1)c1ccc(CSc2ccc(Cl)cc2)cc1 | -8 | 4.9 | 11 | 8 | 6 | -3 | -7 | -11 | -13
COc1ccc(-n2c(=O)c3c4c(sc3n(CC(=O)NC3CCCC3)c2=O)CCCC4)c(OC)c1 | -6 | -1.2 | 0 | 4 | -1 | 9 | -15 | 6 | -5
O=C(O)/C=C/C(=O)Nc1ccc(-n2nccc2C(F)(F)F)cc1 | -1 | 1.9 | 0 | -2 | 7 | 3 | 2 | -2 | -6
O=C(c1ccc2c(c1)C(=O)N(CCCO)C2=O)c1ccc2c(c1)C(=O)N(CCCO)C2=O | -3 | 10 | 12 | 4 | 2 | -10 | -13 | 3 | -9
COc1ccc(COC(=O)C2CCN(S(=O)(=O)c3ccc(C)cc3)CC2)cc1 | -6 | 1.6 | 3 | -3 | 10 | -10 | -2 | -1 | 1
CCCCCCCCN1C(=O)[C@H](CC(=O)NCc2cccc(C(F)(F)F)c2)C[C@@]2(C(=O)OC)CCCCC=C12 | -3 | . | -1 | . | -12 | 0 | -6 | 2 | .
Cc1ncc(CO)c(/C=N/NC(=O)c2ccccc2Br)c1O | -4 | 5.7 | 0 | 1 | 8 | -4 | 0 | -2 | 28

Compound activity deposited in PubChem by several laboratories.
